# POLK inh = blocks human DNA polymerase kappa activity; actives 0.53% (n = 400,000); Q9UBT6; Potency, µM (series often up to 107 µM), for inactives: at the highest dose activity, negative = inhibition, actives largely listed as inhibitors; purified Pol kappa, fluorescent DNA synthesis assay, 10 min; AID 588579; note: potency is the fitted concentration of half-maximal effect; % is set by controls: 0 for no effect and ±100 for the full control effect
# Target sequence (Q9UBT6 whole entry, looked up): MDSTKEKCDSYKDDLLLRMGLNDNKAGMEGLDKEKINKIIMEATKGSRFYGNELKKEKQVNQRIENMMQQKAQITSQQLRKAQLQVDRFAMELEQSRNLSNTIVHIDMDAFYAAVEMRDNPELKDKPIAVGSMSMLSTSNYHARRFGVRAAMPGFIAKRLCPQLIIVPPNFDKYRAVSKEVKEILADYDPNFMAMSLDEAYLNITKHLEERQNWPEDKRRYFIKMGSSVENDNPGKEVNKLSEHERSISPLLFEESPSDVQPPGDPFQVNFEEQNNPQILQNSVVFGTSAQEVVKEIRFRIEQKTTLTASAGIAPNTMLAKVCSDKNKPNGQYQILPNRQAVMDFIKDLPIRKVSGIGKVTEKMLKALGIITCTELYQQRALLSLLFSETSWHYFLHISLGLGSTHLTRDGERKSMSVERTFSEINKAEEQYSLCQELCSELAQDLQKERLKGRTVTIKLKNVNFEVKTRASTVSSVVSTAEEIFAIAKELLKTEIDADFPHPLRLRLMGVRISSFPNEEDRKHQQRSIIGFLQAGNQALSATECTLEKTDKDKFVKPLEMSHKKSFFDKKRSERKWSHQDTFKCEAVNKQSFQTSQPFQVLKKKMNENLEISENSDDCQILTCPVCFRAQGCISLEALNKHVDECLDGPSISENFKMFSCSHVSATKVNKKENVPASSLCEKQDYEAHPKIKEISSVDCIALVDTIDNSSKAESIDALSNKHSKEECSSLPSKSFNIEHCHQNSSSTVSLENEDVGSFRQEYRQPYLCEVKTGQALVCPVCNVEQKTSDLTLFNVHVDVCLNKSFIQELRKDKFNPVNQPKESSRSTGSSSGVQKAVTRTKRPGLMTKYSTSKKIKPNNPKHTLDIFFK
#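 10 nM Pol kappa was preincubated with compounds for 15 min at room temperature. Reaction started with 50 nM (final) substrate. Fluorescence read kinetically at 0 and 10 min.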
# 12-LOX inh = ALOX12 (human) lipoxygenase inhibition | AID 1671190 | purified 12hLO, xylenol orange hydroperoxide absorbance | Potency, µM (titrated, usually from 108 µM), for inactives: top-dose activity change, negative = inhibition, hits mostly inhibitors | actives 1.1% (n = 580,000) | P18054; note: potency is the fitted concentration of half-maximal effect; % is set by controls: 0 for no effect and ±100 for the full control effect
#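 Hydroperoxide product was detected by ferrous iron/xylenol orange as the 573 to 405 nm absorbance ratio. Arachidonic acid at 40 uM (final) was turned over for 30 min at room temperature by 150 nM human 12hLO, pH 7.0 Hepes buffer, after 15 min compound preincubation.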
# APEX1 inh = inhibitors of human APE1 endonuclease; P27695; recombinant APE1, TAMRA/BHQ-2 abasic DNA cleavage fluorescence; Potency, µM (titrated, usually from 65.8 µM), for inactives: at the top dose activity change, negative = inhibition, usual class: inhibitors; actives 0.35% (n = 350,000);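 note: potency is the fitted concentration of half-maximal effect; plate controls were vehicle for no effect and reference inhibitor for full effect; nearly all actives have a fitted effect of over 55% in size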
#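 Substrate: short duplex with […] THF abasic site, 5'-TAMRA and 3'-BHQ-2, 50 nM final. APE1 at 0.75 nM, preincubated 15 min RT with compound. Fluorescence increase from first to third read measured activity.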
# BLM inh = Bloom syndrome helicase (human) inhibition. P54132. recombinant BLM DNA unwinding, fluorescence dequenching. Potency, µM (series often up to 56.1 µM), for inactives: top-dose activity change, negative = inhibition, actives largely listed as inhibitors. actives 0.2% (n = 350,000);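 note: potency is the fitted concentration of half-maximal effect; plate controls were vehicle for no effect and no enzyme for full effect; nearly all actives have a fitted effect of over 35% in size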
# POLB inh = blocks human DNA polymerase beta activity | Potency, µM (doses to about 114 µM), for the others: top-dose activity change, negative = inhibition, most hits filed as inhibitors | AID 485314 | actives 1.3% (n = 340,000) | P06746 | Pol beta primer extension/strand displacement, fluorescence kinetic; note: potency is the fitted concentration of half-maximal effect; % is set by controls: 0 for no effect and ±100 for the full control effect
#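 Human Pol beta at 10 nM; strand-displacement substrate 50 nM final. Compound exposure 15 min at room temperature before start, reaction 10 min at room temperature.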
# TRHR agonist = agonists of human TRH receptor; TRHR cells, calcium flux fluo-8, FDSS agonist mode; activation, % at 2 µM; actives 0.18% (n = 360,000); AID 493084; in the data active = activation above about 30%; note: 0% is about no effect
#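 TRHR-expressing cells, plated overnight in medium with 10% serum, were loaded with fluo-8 calcium dye at room temperature. After a 10 s baseline, library compound was pin-added and calcium release was recorded kinetically (ex 480/em 530) as agonist response.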
# Pol iota inh = blocks human DNA polymerase iota activity; Q9UNA4; Pol iota fluorescent replication assay, 10 min; Potency, µM (top dose mostly 115 µM), without a hit: at the top dose activity, negative = inhibition, most hits filed as inhibitors; actives 1% (n = 390,000); note: potency is the fitted concentration of half-maximal effect
#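 Pol iota at 10 nM preincubated 15 min with compounds at room temperature; reaction started with fluorescent substrate, 50 nM final. Fluorescence read kinetically at 0 and 10 min; buffer-only wells as negative control.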
# ERG Ets-DNA blk = ERG Ets/DNA interaction inhibition; Potency, µM (doses to about 76.9 µM), for inactives: at the top dose FP activity, negative = inhibition, usual class: inhibitors; actives 0.028% (n = 370,000); P11308; fluorescence polarization, His-ERG Ets domain / labelled DNA; active = well fitted inhibition curve with a large enough effect in the polarisation, with a control signal flat; inconclusive = small, poorly fitted or top-dose-only effect, or effect the other way, or a change in a side signal; inactive = no such curve, though single readings can be large or run the other way; the % refers to the polarisation;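 note: polarization taken with two DNA probes labelled with fluorescein and Texas red; potency is the fitted concentration of half-maximal effect; % of control where 0% means no effect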
#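 His-tagged ERG Ets domain (1 uM in the protein solution; 300mM KCl, 50mM Tris-HCl, 1mM EDTA, 1mM DTT, pH 7.5) received compound, then a probe mix of 5 nM fluorescein-DNA and 100nM Texas-615-DNA. Fluorescence polarization was read for both dyes.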
# Anesthetic bind = candidate novel general anesthetic via apoferritin binding | apoferritin/1-aminoanthracene competitive binding, fluorescence | Potency, µM (top dose mostly 77.5 µM), for inactives: top-dose activity change, negative = displacement, actives largely listed as inhibitors | P02791 | actives 0.074% (n = 350,000) | AID 485281; note: potency is the fitted concentration of half-maximal effect; % is set by controls: 0 for no effect and ±100 for the full control effect; nearly all actives have a fitted effect of over 20% in size
# Target sequence (P02791 2-175 limits assumed): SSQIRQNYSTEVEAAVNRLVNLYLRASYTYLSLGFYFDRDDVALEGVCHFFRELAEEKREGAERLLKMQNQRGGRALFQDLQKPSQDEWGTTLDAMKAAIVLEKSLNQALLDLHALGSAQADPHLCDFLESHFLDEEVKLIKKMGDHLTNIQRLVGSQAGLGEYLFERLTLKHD
#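 Horse-spleen apoferritin (10 uM) in 50% saturated 1-aminoanthracene in PBS was incubated 10 min at room temperature with compound. Fluorescence (ex 380, em 535 nm) was normalized to free and bound 1-AMA, with concentration-response fitted by a four-parameter Hill equation.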
# Starred values were filed as active, the others as inactive; ? = inconclusive; / = not tested or not shown; & = joins results of further samples; [ ] = remark or other dose. Unless noted, calls come from the whole dose curve; as a rule, active = well fitted curve in the direction sought with a large enough effect; inconclusive = small, poorly fitted or top-dose-only effect, or another doubt; inactive = no such curve, though single readings can be large; an effect the other way counts as inactive or inconclusive.
SMILES,POLK inh,12-LOX inh,APEX1 inh,BLM inh,POLB inh,TRHR agonist,Pol iota inh,ERG Ets-DNA blk,Anesthetic bind
Cc1nc(Cl)c(C(=O)NC(C)(C)C)c(C)c1Cl,-4%,1%,24%,-1%,11%,-0.1,150%[activator],-12%,7%
O=C(CCn1c(=O)oc2ccccc21)NCCCN1CCCC1=O,-12%,5%,0%,2%,3%,-0.1,9%,-2%,-1%
O=C(O)c1cc(N2C(=O)C3CCCCC3C2=O)ccc1NCc1cccnc1 (configuration not stated),-9%,-2%,1%,-5%,8%,1.3,-11%,-1%,-5%
CN1CCCN(C(=O)c2cc(-c3cccc4ccccc34)nc3ccccc23)CC1,2%,-20%,-4%,-6%,-20%,0.7,16%,-18%,-9%
CCOc1ccc(Cc2noc3c2C(=O)CCC3)cc1OCC,-14%,20%,-2%,-2%,4%,0.1,106%[activator],-7%,-9%
O=C(COC(=O)COc1ccc(Cl)cc1)NCc1ccc2c(c1)OCO2,6%,-13%,-9%,/,/,/,50%[activator],0%,/
Cc1nc2ccc(C(=O)OCc3nnc(-c4ccccc4)o3)cc2nc1C,-15%,-6%,11%,-5%,-1%,0.0,4%,-19%,?
Cn1c(N2CCOCC2)c(/C=N/OC(=O)c2cccnc2Cl)c2ccccc21,-12%,-13%,3%,-7%,22%,0.8,38%[activator],-2%,-6%
CCOC(=O)N1CCN(C(=O)Nc2cccc(Cl)c2)CC1,-12%,-1%,-1%,-2%,0%,0.3,15%,2%,-17%
CCOc1ccc(C2C(C#N)=C(N)Oc3nc[nH]c(=O)c32)cc1OC (configuration not stated),-23%,9%,2%,-1%,5%,0.0,17%,0%,-9%
CCC(NC(=O)NC1CCCCC1)c1ccccc1 (configuration not stated),9%[60.1 µM],-17%,3%,0%,14%,0.1,29%,3%,-11%
CCn1cc(CNC(=O)c2cccc([N+](=O)[O-])c2)cn1,-5%,-23%,-6%,-2%,2%,0.0,14%,-1%,-3%
Nc1cc2c(cc1Br)-c1c(C(=O)O)cccc1C2O (configuration not stated),-10%,2%,/,/,/,/,20%,-8%,/
Cc1cccc(N2CCN(CC(=O)N(C)Cc3ccccc3)CC2C)c1 (configuration not stated),-21%,4%,9%,-4%,2%,0.0,-5%,-3%,-11%
NCCC(=O)O,1%&-6%[19.4 µM],4%&68%,16%&-7%,-2%,/,/,/,/,-9%
CCCCNC1c2ccccc2C(=O)N1Cc1ccccc1 (configuration not stated),-6%,40µM*,1%,-3%,-1%,0.3,-20%,4%,-14%
COc1cc(C(=O)c2ccccc2)c(OC)cc1C(=O)Nc1ccc(O)cc1,-7%,3%,-1%,-8%,21%,-0.5,21%,-1%,-20%
O=C(c1cc(-c2ccc(F)cc2)no1)N1CCN(Cc2ccc3c(c2)OCO3)CC1,9%,289%[activator],24%,-4%,5%,0.3,14%,2%,-20%
Cc1ccc2nc(CSc3nnc(-c4ccncc4)n3C)cc(=O)n2c1,-14%,-6%,-2%,-11%,0%,0.1,71%[activator],-6%,-7%
Cc1ccc(-n2c(=O)c3ccc(C(=O)NCc4ccccc4Cl)cc3n(Cc3ccccc3F)c2=O)cc1,-6%,-6%,/,1%,9%,0.7,0%,8%,-1%
Cc1ccc(/C=N/Nc2ncnc3nc[nH]c23)cc1,-10%,0%,-1%,-12%,-9%,0.1,-3%,-12%,-5%
CC(c1ccccc1)n1cc(C(=O)NCc2ccncc2)nn1 (configuration not stated),-28%,0%,-4%,3%,3%,-0.2,10%,3%,-13%
CC(C)(C)N1CC(COc2ccccc2)OC1=O (configuration not stated),2%,0%,3%,-4%,9%,-0.6,25%,-8%,-11%
O=C1c2ccccc2C(=O)N1CCOc1ccccc1,-6%,7%,/,/,/,/,4%,-4%,/
COc1ccc(CNC(=O)C2CC(c3cccc([N+](=O)[O-])c3)=NO2)cc1 (configuration not stated),1%,-1%,-7%,1%,1%,-0.6,?,15%,-21%
Nc1nonc1-c1noc(-c2ccccc2)n1,-1%,24%,-5%,2%,4%,-0.1,0%[58.9 µM],2%,-10%
O=C(c1cccc(Br)c1)N1CCN(C(=O)c2cccc(Br)c2)CC1,-9%,-24%,5%,-4%,-9%,-0.2,-1%,-3%,-6%
COc1ccc(CCC(=O)OC(C)C(=O)c2ccc(C)cc2)cc1 (configuration not stated),-17%,-1%,-5%,-3%,17%,-1.3,163%[activator],8%,-1%
O=C(NCCN1CCCC1)c1ccc2c(c1)N(Cc1cccc(Cl)c1)C(=O)c1ccccc1S2(=O)=O,0%,-26%,-1%,2%,32%,0.1,-3%,?,-13%
CC1N(C)c2cccc3cccc(c23)N1C,-13%,?,-6%,-16%,-8%,0.0,45%[activator],2%,-5%
O=C(NCCc1ccccc1)c1ccc(Cn2c(SCc3ccc(F)cc3)nc3cccnc32)cc1,-7%,0%,/,2%,1%,7.7,11%,-3%,0%
Cc1cnc(C(=O)NCC(c2ccccc2)c2ccccc2)cn1,-14%,?,17%,-3%,-25%,-0.5,3%,5%,-7%
COc1ccc2nc(N(CCN(C)C)C(=O)c3ccc(C(=O)c4ccccc4)cc3)sc2c1,-1%,/,0%,-1%,85%,0.8,13%,-1%,?
O=C(O)c1c2c(nc3ccccc13)CCCCC2,-3%,-21%,21%,-1%,2%,0.7,5%,13%,2%
CC(=O)Oc1ccc([N+](=O)[O-])cc1N1C(=O)c2ccccc2C1=O,-14%,-13%,-7%,3%,33%,-0.1,8%,-2%,-7%
Cc1cc(=O)c(C(=O)O)nn1-c1ccccc1C(F)(F)F,4%,-21%,41%[activator],1%,22%,0.2,39%[activator],1%,-2%
COc1ccc(Cl)cc1NC(=O)c1sc2nc3n(c(=O)c2c1C)CCC3,5%,-5%,/,0%,?,0.4,5%,1%,5%
COC(=O)c1cc(=O)nc2sc3ccccc3n12,-22%,?,-2%,-1%,-1%,-0.7,5%,2%,-6%
COc1cccc(Sc2cc(N3CCOCC3)nc(-c3ccccc3)n2)c1,-5%,90%[activator],?,-4%,20%,0.0,2%,6%,-8%
Cc1ccc(N2C(=O)CC(Cc3cc(C)cc(C)c3)C2=O)cc1 (configuration not stated),2%,10%,0%,-5%,2%,0.0,6%,-11%,-17%
O=C(Nc1cccc(C(F)(F)F)c1)c1cnn(-c2cccc(F)c2)c1C1CCNCC1,0%,-12%,/,-7%,12%,2.5,5%,-4%,-12%
COC(=O)C1(CCSC)NC(c2ccco2)C2C(=O)N(C)C(=O)C21 (configuration not stated),-6%,0%,18%,-1%,19%,0.9,11%,-2%,0%
CC(C)C(=O)Nc1c2c(nn1-c1ccc([N+](=O)[O-])cc1)CS(=O)(=O)C2,-19%,?,25%,-2%,24%,-0.1,34%[activator],-14%,-1%
COc1ccc(NC(=O)c2cc(C)nn2-c2ccccc2)cc1,-1%,-10%,-6%,-6%,10%,0.5,111%[activator],-2%,-11%
O=C(N=Nc1c(O)[nH]c2ccc([N+](=O)[O-])cc12)c1cc(-c2ccccc2Cl)nc2ccccc12,-12%[60.1 µM],-19%,5%,4µM*,?,0.6,?,3%,-6%
c1ccc(-n2ncc3c(N4CCC5(CC4)OCCO5)ncnc32)cc1,-12%,-21%,-2%,0%,0%,-0.1,2%,-2%,-6%
COc1ccccc1NC(=O)c1ccc(NC(=O)CNC(=O)c2ccc(OC)c(OC)c2)cc1,-2%,-14%,-12%,-5%,29%,-0.2,-4%,-11%,-12%
CSc1ccc(-c2nc3cc(C)ccn3c2Nc2ccc(C)cc2)cc1,6%,-15%,/,0%,19%,-1.4,5%,4%,4%
CC(C)CC(=O)NC(=S)NNC(=O)c1cccc([N+](=O)[O-])c1,5%,0%,-6%,-2%,-10%,0.0,43%[activator],3%,-11%
O=C(CN1C(=O)c2ccccc2S1(=O)=O)Nc1cccnc1,-6%,?,1%,-2%,-6%,0.6,0%,-2%,4%
CC(=O)c1ccc(NC(=O)COC(=O)c2c[nH]c3ccccc23)cc1,-10%,-3%,3%,/,/,0.8,31%[activator],15%,/
O=C1CC(c2ccc3ccccc3c2)NN1 (configuration not stated),13%,-24%,2%,/,/,0.3,50%[activator],-3%,/
COC(=O)c1scc(-c2ccc(C)cc2)c1S(=O)(=O)Nc1cc(C)c(Cl)cc1OC,-9%,-21%,/,-6%,11%,-0.5,-16%,4%,57%[activator]
Cc1ccc(S(=O)(=O)Nc2c(Cl)c(Cl)c(O)c3ccccc23)cc1,/,/,28%,-11%,-16%,-2.4,/,/,?
Cc1onc(NC(=O)NC(=O)c2ccccc2F)c1Br,7%,8%,13%,-1%,2%,0.4,9%,-8%,-9%
Cc1nn(Cc2ccccc2)c(Cl)c1/C=N/NC(=O)c1cccnc1,1%,9%,0%,4%,33%,0.3,0%,10%,-5%
Fc1cccc(CN2CCN(C(=S)NCCc3ccccc3)CC2)c1,4%,2%,-1%,-3%,2%,0.1,45%[activator],3%,-8%

# Screening results deposited in PubChem BioAssay by National Center for Advancing Translational Sciences (NCATS).

# The list is partial; rates above refer to the full screens.
